hcGAS lum = blocks human cGAS activity; recombinant h-cGAS, ATP depletion, Kinase-Glo luminescence; inhibition, % at 12.5 µM; actives 0.081% (n = 290,000); AID 1259398;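 note: 0% = vehicle reaction and 100% = reaction without DNA for no activity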
Target sequence (Q8N884 whole entry, looked up): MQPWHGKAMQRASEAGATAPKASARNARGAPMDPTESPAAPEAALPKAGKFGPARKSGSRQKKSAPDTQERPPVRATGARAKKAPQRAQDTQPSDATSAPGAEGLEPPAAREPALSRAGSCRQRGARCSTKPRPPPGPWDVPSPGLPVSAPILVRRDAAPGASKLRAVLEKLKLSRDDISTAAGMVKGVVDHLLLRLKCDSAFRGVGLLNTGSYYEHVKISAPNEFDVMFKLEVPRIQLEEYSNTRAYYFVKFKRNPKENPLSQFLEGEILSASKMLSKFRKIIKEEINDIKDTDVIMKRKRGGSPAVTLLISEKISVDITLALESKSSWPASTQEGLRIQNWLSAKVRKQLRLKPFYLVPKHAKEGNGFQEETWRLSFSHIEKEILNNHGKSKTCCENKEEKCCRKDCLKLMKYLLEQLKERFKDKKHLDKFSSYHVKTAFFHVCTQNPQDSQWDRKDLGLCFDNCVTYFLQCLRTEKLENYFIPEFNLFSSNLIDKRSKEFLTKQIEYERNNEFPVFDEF
NPYLR7 ag = mosquito NPYLR7 agonism; AID 1259423; HEK293T NPYLR7/Galpha15, GCaMP6s calcium fluorescence; actives 0.15% (n = 270,000); activation, % at 10 µM; in the data active = activation above about 40%;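 note: 0% = vehicle and 100% = reference agonist at the receptor; some compounds past the cut are filed as inactive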
mcGAS lum = mouse cGAS inhibition by luminescence | recombinant cGAS, Kinase-Glo ATP depletion luminescence | Q8C6L5 | actives 0.15% (n = 160,000) | inhibition, % at 12.5 µM | AID 1259399;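 note: 0% = negative control wells and 100% = reference inhibitor with no enzyme activity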
* marks the source's active call; other numbers are inactive results; nt = not tested or not shown. Cut-off read from the data, not from the text of the source, unless noted: active = inhibition above about 40%; inactive = the rest. An unsorted share of the library. About 0.26% of those tested had a hit in this group.

SMILES | hcGAS lum | mcGAS lum | NPYLR7 ag
COc1ccc(C(=O)N(Cc2csc(COc3ccccc3OC)n2)C2CC2)cc1 | -2 | -7 | -5
C[C@H](C(=O)NCC1CCOCC1)N1Cc2ccc(-c3ccnn3C)nc2C1=O | -6 | -9 | 13
O=C(Nc1cccc(C(F)(F)F)c1)c1cnn2c(C(F)(F)F)cc(-c3cccs3)nc12 | -4 | -4 | 0
CCCCCCSc1nc(-c2ccc(OC)cc2)cc(-c2ccc(OC)cc2)c1C#N | 0 | nt | 0
CN(Cc1ccccc1CN1CCCC1)C(=O)C1CCC(=O)N(CC2CCCCC2)C1 (stereo not drawn) | -7 | nt | 14
O=C(CCCn1cnnn1)N1C[C@H]2CC=CC[C@H]2C1 | -5 | nt | 6
CCN(CC)CCN1CCN(c2ccnc3c(-c4cc(C(C)C)ccc4OC)cnn23)CC1 | -5 | -3 | -4
COC(=O)[C@@H]1C[C@@H](O)CN1CCc1ccncc1 | -9 | nt | 4
Cc1ccn2c(NC(C)(C)CC(C)(C)C)c(-c3ccc(OC(=O)c4cccc5ccccc45)cc3)nc2c1 | -7 | -7 | 13
CSc1ncc(Cl)c(C(=O)N2CCc3ccccc32)n1 | -4 | -8 | -3
C=CCN(CC(=O)N1CCc2sccc2C1c1ccc(Cl)cc1Cl)C(=O)c1ccc(F)cc1 (stereo not drawn) | -1 | -2 | 11
Cc1cccc2nc(C(=O)N3CCCC(C(=O)c4ccc(Oc5ccccc5)cc4)C3)cn12 (stereo not drawn) | 3 | -13 | -2
CN(CC(=O)Nc1cccc(C#N)c1)Cc1ccccc1Cl | -9 | -5 | 5
CCOC(=O)C1(CCOc2ccccc2)CCN(Cc2cccc3cnccc23)CC1 | 0 | nt | 5
CC(C)C(Sc1nnc(C2CC2)n1C1CC1)C(=O)NC(N)=O (stereo not drawn) | 11 | 0 | -1

More structures:
SMILES | hcGAS lum | mcGAS lum | NPYLR7 ag
CCOC(=O)N1CCC(C(=O)SCC)=C1C | 12 | nt | 1
COc1cccc(NC(=O)C2(C)CCN2Cc2ccccc2Cl)c1 (stereo not drawn) | -7 | nt | 7
c1nc2c(c(N[C@H]3COC[C@@H]3N3CCCC3)n1)CCNCC2 | -14 | nt | 1
CC1=CC(C)(C)NC(=S)N1c1cccc2ccccc12 | 4 | nt | -1
CCOC(=O)CCC(=O)Nc1nn(C)c2c1C(c1ccccc1)CC(=O)N2 (stereo not drawn) | 0 | -2 | -15
Cc1cccc(COC(CN2CCN(C(=O)c3ccc(Br)cc3)CC2)c2ccc(Cl)cc2)c1 (stereo not drawn) | -4 | -6 | nt
Cc1ccc(C)c(N2C(=N)S/C(=C\c3ccc(Cl)cc3)C2=O)c1 | -6 | -5 | -8
c1ccc(-c2noc(N3CCCC3)c2CNCCN2CCOCC2)cc1 | 0 | nt | 17
Cc1nonc1CN(C)Cc1cn(C)nc1-c1cccc(Cl)c1 | 1 | -2 | -2
O=[N+]([O-])c1nn(-c2ccccc2)n(O)c1=NC1CCN(Cc2ccccc2)CC1 | -6 | nt | -9
CN(CC1CCCCO1)C(=O)c1cn(C2CCCCCC2)nn1 (stereo not drawn) | -7 | nt | 1
C=CCNC(=O)N[C@H]1C[C@H]2C(=O)Nc3cc(Cl)ccc3C(=O)N2C1 | -4 | -6 | -9
CSc1nn(CC(=O)Nc2ccc(C)cc2Cl)c(N)c1-c1nc(-c2ccc3c(c2)OCO3)no1 | -5 | -8 | 16
Cc1ccc2oc(C(=O)N3CCN4C(=O)CN(C)C(=O)C4C3)c(C)c2c1 (stereo not drawn) | -8 | nt | 16
CCCOc1nn(CCC)cc1C(=O)NC1=NCCS1 | -7 | -7 | 2

Additional entries
SMILES | hcGAS lum | mcGAS lum | NPYLR7 ag
Cc1ccc(CN(Cc2ccccc2)C(=O)CN(CCN2CCOCC2)C(=O)Nc2ccc(Br)cc2)o1 | -10 | -6 | 14
CCN(CC)CC(=O)Nc1c(Cl)[nH]c2ccccc12 | -4 | nt | -2
Cc1nc(/C=C/C(=O)NC2CCN(c3ncccn3)CC2)cs1 | -6 | nt | 0
CC(C)c1ccc(Nc2nccc3c2ncn3C)cc1 | -6 | -7 | -3
CCC(C)C(NC(=O)c1ccccc1NC(=O)c1ccc(OC)cc1)C(=O)NCC(C)C (stereo not drawn) | -7 | nt | -7
CCNC(=O)N1CCN(c2nc3cc(Cl)ccc3c3nnc(C4CCCCC4)n23)CC1C (stereo not drawn) | 2 | nt | 6
Cc1ccc2oc(-c3ccc(NC(=O)c4cc([N+](=O)[O-])ccc4Cl)cc3O)nc2c1 | -4 | -4 | -9
COc1cccc(-c2noc3c2CN(C(=O)Cc2cccs2)CC3)c1 | -2 | nt | 5
CN(C)c1ccccc1CN1CCN(C(=O)CC(F)(F)F)CC1 | -14 | nt | 6
Cc1cccc(CNC(=O)C(C2CCCC2)N2CCN(C(=O)COCc3ccccc3)CC2)c1 (stereo not drawn) | -1 | nt | -3
COC(=O)CC(=O)N1CCN(CC(OCc2cccc(OC)c2)c2ccc(Cl)cc2)CC1 (stereo not drawn) | -6 | -8 | -3
COc1cc(C2(CNC(=O)c3cnccn3)CCCC2)ccc1OC(F)F | -12 | -5 | 11
O=C(NCCn1ncc2c(=O)n(Cc3cccc(Cl)c3)cnc21)c1cc2ccccc2o1 | -8 | -10 | -7
Cc1ccc(-c2csc(C=Cc3ccc4c(c3)OCO4)n2)cc1 | -4 | nt | 0
CCOc1ccc(-c2nc(CSc3n[nH]c(=O)c4cc(-c5ccco5)nn34)c(C)o2)cc1OC | 1 | -4 | nt

Later entries.
SMILES | hcGAS lum | mcGAS lum | NPYLR7 ag
Cc1cc(C)cc(NC(=O)c2cccn(OCc3ccccc3)c2=O)c1 | -5 | -7 | 16
O=C1c2ccccc2-c2onc3c(N4CCOCC4)cc(Nc4ccccc4)c1c23 | -11 | nt | -14
Cc1nn(C)c(C)c1CCC(=O)N(Cc1ccc2c(c1)OCO2)C(C)C | -5 | nt | -2
O=C(Nc1c(Cl)cccc1Cl)N1CCC2(CC1)SCCN2C(=O)c1ccc(Br)cc1 | -10 | -4 | nt
O=C1NC(=O)C(=Cc2cccc([N+](=O)[O-])c2O)C(=O)N1 | 5 | 1 | 8
CCC(C)C(O)CNC(=O)Nc1ccc(CS(C)(=O)=O)cc1 (stereo not drawn) | -6 | nt | 6
CC1(c2ccccc2)NC(=O)N(Cc2csc(-c3ccccc3)n2)C1=O (stereo not drawn) | 2 | -2 | -10
COc1ccc(-c2cc(C(=O)N3CCOCC3)nc3c(-c4ccccc4)c(C)nn23)cc1 | -3 | -1 | 3
Cc1ccccc1-c1nnnn1Cc1ccc2c(c1)OCCO2 | -4 | -13 | -2
CSC1=NC2(C)CCCCC2C12C=CC(=O)C=C2 (stereo not drawn) | -9 | nt | -3
NC(=O)c1cc2c(nc1-c1cc3ccccc3o1)CCC2 | -3 | -12 | 26
Clc1cccc(N=C2NN=C(c3cc4ccccc4o3)CS2)c1 | 0 | -4 | 2
Cc1c(O)ccc(/C=N\Nc2ccc3nnc(C)n3n2)c1O | -5 | nt | -20
Cc1ccccc1-n1nc(C)c(CNC(=O)C[C@@H]2NC(=O)[C@H](Cc3ccccc3)NC2=O)c1C | -3 | -4 | -5
Cc1ccc(N2C(=O)c3cccc4cccc(c34)C2=O)c(C)c1 | 8 | 5 | -7

(next part)
SMILES | hcGAS lum | mcGAS lum | NPYLR7 ag
CCn1c(C)nnc1SCCn1cnc(-c2ccccc2)c1-c1cnn(C)c1 | -2 | nt | -6
CC(C)CCCC1CN(C(=O)c2cnc(C(C)C)[nH]c2=O)CCO1 (stereo not drawn) | -6 | nt | -3
Nc1c(Cl)cc(NS(=O)(=O)c2cccc(F)c2)cc1Cl | 6 | nt | -5
CC(=O)c1ccc(N2CCN(Cn3ncn(-c4ccc(C)c(Cl)c4)c3=S)CC2)cc1 | -5 | -6 | 8
COCc1cc(N2CCN(c3ccccc3Cl)CC2)nc(SCc2ccc(C(=O)N3CCOCC3)cc2)n1 | -3 | 0 | -9
CC1C(OC(=O)C2CCCN2C(=O)C(C)(C)C)CC2CC1C2(C)C (stereo not drawn) | 2 | nt | 0
Cc1ccc([N+](=O)[O-])cc1NC1=NS(=O)(=O)c2cc([N+](=O)[O-])ccc21 | 20 | 6 | 9
CCC(C)NC(=O)c1nn(-c2ccc(C)cc2)c(=O)n(Cc2ccccc2F)c1=O (stereo not drawn) | -3 | -3 | 5
Cc1ccc(CN2CCN(Cc3cccc(-n4cccn4)c3)CC2CCO)o1 (stereo not drawn) | -7 | -13 | 6
Cc1ccc(C(c2ccccc2)N2CCN(C(=O)c3ccccc3C(F)(F)F)CC2)cc1 (stereo not drawn) | -5 | -6 | -4
Cc1cc(C)c2oc(=O)n(C3CCN(C(=O)c4cccc(Cl)c4Cl)CC3)c2c1 | -13 | -7 | 21
CC(=O)NCCC1CCCCN1Cc1cc2cc(C)cc(C)c2[nH]c1=O (stereo not drawn) | -2 | -7 | 8
CCC(C)Cc1c(C)sc2nc(CSc3nnnn3C3CCCC3)[nH]c(=O)c12 (stereo not drawn) | -7 | nt | 6
C=CCC1(CC=C)CCCN1C(=O)CC1C(=O)NCCN1Cc1ccc(OC)c(OC)c1 (stereo not drawn) | 2 | 0 | -1
O=C(OCc1nnsc1Cl)c1cccc(N2CCCS2(=O)=O)c1 | -7 | nt | -1

3 entries from above, as labelled records.
compound: Cc1ccc(N2C(=O)c3cccc4cccc(c34)C2=O)c(C)c1
  hcGAS lum: 8; mcGAS lum: 5; NPYLR7 ag: -7
compound: Cc1nc(/C=C/C(=O)NC2CCN(c3ncccn3)CC2)cs1
  hcGAS lum: -6; mcGAS lum: nt; NPYLR7 ag: 0
compound: CC(C)CCCC1CN(C(=O)c2cnc(C(C)C)[nH]c2=O)CCO1 (stereo not drawn)
  hcGAS lum: -6; mcGAS lum: nt; NPYLR7 ag: -3

(list continues)
SMILES | hcGAS lum | mcGAS lum | NPYLR7 ag
Cc1nnc(SCC(=O)NCC(C)N(C)c2ccccc2)s1 (stereo not drawn) | -6 | nt | 12
CCC(CCl)NC(=O)c1cccc(C(=O)NC(CC)CCl)n1 (stereo not drawn) | -3 | nt | -4
CCCn1nc(C(=O)N2CCCC2)c2c1CCC(NCc1cnc3ccccc3c1)C2 (stereo not drawn) | -21 | -6 | 20
CCS(=O)(=O)Oc1cccc(CN(Cc2ccco2)C(=O)c2c(OC)cccc2OC)c1 | -11 | -6 | 5
CC(SCCC(=O)N(CC#N)CC#N)c1ccccc1F (stereo not drawn) | 6 | nt | -3
CN(C)C(=O)C1CCN(Cc2ccnc(-c3ccc(Br)cc3)n2)CC1 | 7 | 9 | 5
COc1cccc(CCC2CCCN(C(=O)c3cccnc3)C2)c1 (stereo not drawn) | -12 | nt | 0
CCCS(=O)(=O)c1ccc(N2CCN(c3cccc(Cl)c3)CC2)nn1 | 0 | 0 | nt
COc1ccc(-c2cccc(-c3cccc(NC(=O)c4ccccc4C(F)(F)F)c3)n2)cc1 | -6 | -6 | -5
CCOC(=O)N1CCN(Cc2ccc3c(c2)CN(C(=O)c2cccc(-n4cccn4)c2)CCO3)CC1 | 2 | 0 | -1
CCOCCN1CCN(Cc2cn3c(C)cc(C)nc3n2)CC1 | -6 | nt | 3
N#Cc1ccc(-c2ccc(OCC(=O)NN3Cc4ccccc4C3=N)cc2)cc1 | 9 | nt | 0
COCc1ccc(CNC(=O)Nc2ccccc2-n2c(C)c[nH]c2=O)cc1 | -1 | -13 | 6
NS(=O)(=O)c1ccc(CCNC(=O)c2csc(COC(=O)c3ccccc3)n2)cc1 | -2 | -3 | 3
COc1cc(OC)cc(C(=O)Nc2ccc(CCNC(=O)NC(C)C)cc2)c1 | -4 | -2 | -5

Compounds shown so far that contain a tert-butyl group (2):
SMILES | hcGAS lum | mcGAS lum | NPYLR7 ag
Cc1ccn2c(NC(C)(C)CC(C)(C)C)c(-c3ccc(OC(=O)c4cccc5ccccc45)cc3)nc2c1 | -7 | -7 | 13
CC1C(OC(=O)C2CCCN2C(=O)C(C)(C)C)CC2CC1C2(C)C (stereo not drawn) | 2 | nt | 0

(cont.)
SMILES | hcGAS lum | mcGAS lum | NPYLR7 ag
O=C(c1cn[nH]n1)N1CCc2c([nH]c3ccccc23)C1 | -4 | -2 | -7
CCn1ccnc1CN1CCC(CO)(CC2CCCCO2)CC1 (stereo not drawn) | -5 | nt | 7
O=C(COc1cccc2ccccc12)NCCc1ccccc1 | -2 | nt | -3
COc1ccc(Cl)cc1N1CCN(C(=O)c2ccc(Br)cc2)C(C)C1=O (stereo not drawn) | 1 | -4 | -1
COc1ccc(CCNC(=O)c2ccccc2N2CCC(NC(=O)c3cc(F)cc(F)c3)CC2)cc1 | 0 | -2 | 17
CCc1[nH]c2ccc(CNC(C)Cn3nc(C)cc3C)cc2c1C (stereo not drawn) | 1 | nt | -1
CN1C(=O)C2(CCCN(C(=O)C(=O)Nc3cccc(F)c3)C2)c2ccccc21 (stereo not drawn) | 2 | nt | -5
Cn1c(-c2ccncc2)n[nH]c1=S | -3 | -5 | 5
CCC1CCCCN1C(=O)c1ccc(F)c(NS(C)(=O)=O)c1 (stereo not drawn) | -7 | nt | 5
OCCCN1CCC(c2cccc(F)c2)C1 (stereo not drawn) | -8 | nt | 22
N#CC1(NC(=O)Cc2c[nH]c3cc(F)ccc23)CCCCC1 | -7 | nt | 8
CCOC(=O)C1(C)CCCN1C(=O)c1ccc2ccccc2c1 (stereo not drawn) | -12 | nt | -2
COc1ccccc1C(=O)N(CCN1CCOCC1)CC(=O)N(Cc1ccc(F)cc1)Cc1ccc(C)o1 | -12 | -7 | nt
c1ccc2oc(-c3ccc(C4NCCc5[nH]cnc54)cc3)cc2c1 (stereo not drawn) | -6 | nt | 9
COc1ccccc1C1CC(c2ccc(C)cc2C)=NN1C(=O)CN1CCOCC1 (stereo not drawn) | -1 | -2 | -6
Cc1[nH]n(-c2nc(-c3cccc([N+](=O)[O-])c3)cs2)c(=O)c1N=Nc1ccccc1C(F)(F)F | -9 | -7 | -3

Screening data from PubChem.
